Arr AP2 block – inhibitors of beta-arrestin/AP2 binding, primary screen, biochemical, GPCR trafficking, flow cytometry; 340,000 tested, 0.31% active; beta-arrestin 1 C-terminal peptide binding to AP2 beta2-adaptin appendage (human); FITC-arrestin peptide / GST-AP2 beads; AP2 beta2 appendage carries R879A mutation; inhibition, % at 10 µM;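 active means inhibition above a set limit, near 3 SD of compounds lacking own fluorescence, cut at about 54% in these data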;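 further: plate controls were DMSO wells for no effect and 5 µM unlabelled arrestin peptide for full effect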
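Material – AP2 appendage R879A on GSH beads · Buffer or medium – PBS with 0.05% Tween 20 and 0.1% BSA · Probe or stimulus – fluorescein-tagged arrestin peptide at 50 nM final · Incubation – compound with beads 12 min RT, then probe 1 h RT · Detection – high-throughput flow cytometry of beads, ex 488, em 535 nm · Evaluation – percent response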
C-LANA FP – inhibitors of KSHV C-LANA binding to DNA, primary screen, biochemical, fluorescence polarization, FAM-LBS DNA, MBP-C-LANA, single point | Kaposi's sarcoma herpesvirus LANA C-terminal domain (residues 932-1162) DNA binding | inhibition, % at 9 µM | 340,000 tested, 0.078% active;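 active means highest replicate inhibition at or above 60% at 9 µM, even if other replicates fall short; inactive means all replicates below 60% inhibition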;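 further: 0% = neutral control wells and 100% = 4 µM acridine orange control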
Cardiac RTF inh – cardiac RTF calcium sensitivity inhibitors, primary screen, biochemical, IANBD-TnC fluorescence, EC70 calcium; IANBD-labeled cardiac RTF, Ca2+ fluorescence; inhibition, % at 7.15 µM; 340,000 tested, 0.12% active; Troponin I, cardiac muscle (Homo sapiens) + Troponin T, cardiac muscle (Homo sapiens) + …;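 active means inhibition above the mean inhibition of all tested compounds plus 3 SD, cut at about 17% in these data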;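 further: assay run at fixed EC70 calcium of 1.6 mM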
NSD2 HMT inh – NSD2 histone methyltransferase inhibitors, primary screen, biochemical, AlphaScreen, single concentration, set 2; Histone-lysine N-methyltransferase NSD2 (Homo sapiens), O96028; NSD2 peptide methylation, 120 min; inhibition, % at 12.5 µM; 310,000 tested, 0.54% active; in the data active means inhibition above about 50%
DAGLB inh – DAGLB lipase inhibitors, primary screen, biochemical, fluorescence, HTS; inhibition, % at 5.17 µM; HEK293T DAGLB membrane lysate, EnzChek fluorogenic substrate; 340,000 tested, 0.059% active; Diacylglycerol lipase-beta (Homo sapiens), Q8NCG7; AID 504411, 2011; in the data active means inhibition above about 34%;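 further: 0% = enzyme with vehicle and 100% = wells lacking enzyme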
Target sequence (Q8NCG7 whole entry, looked up): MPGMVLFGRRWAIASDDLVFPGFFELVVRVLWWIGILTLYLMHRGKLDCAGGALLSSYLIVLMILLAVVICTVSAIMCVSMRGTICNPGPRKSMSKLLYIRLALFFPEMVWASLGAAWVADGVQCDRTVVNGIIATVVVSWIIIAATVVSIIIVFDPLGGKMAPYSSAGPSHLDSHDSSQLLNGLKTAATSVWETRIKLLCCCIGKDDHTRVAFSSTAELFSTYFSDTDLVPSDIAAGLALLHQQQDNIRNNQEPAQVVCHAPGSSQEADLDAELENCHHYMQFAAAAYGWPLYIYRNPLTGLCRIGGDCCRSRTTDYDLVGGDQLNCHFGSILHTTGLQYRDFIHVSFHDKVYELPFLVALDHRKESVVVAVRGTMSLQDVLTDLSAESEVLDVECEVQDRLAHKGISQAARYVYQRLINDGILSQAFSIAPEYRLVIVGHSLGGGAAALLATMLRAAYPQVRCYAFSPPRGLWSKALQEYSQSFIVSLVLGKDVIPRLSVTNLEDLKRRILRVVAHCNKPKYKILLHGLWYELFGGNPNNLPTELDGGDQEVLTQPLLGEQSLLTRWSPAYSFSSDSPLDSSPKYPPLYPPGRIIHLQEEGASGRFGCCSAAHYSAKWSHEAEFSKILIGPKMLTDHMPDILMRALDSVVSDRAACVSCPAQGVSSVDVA
PKA-R2B act – activators of PKA-R2B holoenzyme, primary screen, biochemical, fluorescence polarization, Cy5-IP20, human | AID 504700, 2011 | 340,000 tested, 0.079% active | PKA-R2B holoenzyme dissociation; R2B truncated from residue 108, S112A mutant; 0% DMSO only, 100% 113 µM cGMP | cAMP-dependent protein kinase catalytic subunit beta (Homo sapiens) + cAMP-dependent … | activation, % at 11.4 µM;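 active means activation above a cutoff set at the mean over all compounds plus 3 SD, cut at about 18% in these data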;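 further: higher means more holoenzyme dissociation and a rise in polarization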
Target sequence (P31323 whole entry, looked up, other chains not shown, the tested form may be a part): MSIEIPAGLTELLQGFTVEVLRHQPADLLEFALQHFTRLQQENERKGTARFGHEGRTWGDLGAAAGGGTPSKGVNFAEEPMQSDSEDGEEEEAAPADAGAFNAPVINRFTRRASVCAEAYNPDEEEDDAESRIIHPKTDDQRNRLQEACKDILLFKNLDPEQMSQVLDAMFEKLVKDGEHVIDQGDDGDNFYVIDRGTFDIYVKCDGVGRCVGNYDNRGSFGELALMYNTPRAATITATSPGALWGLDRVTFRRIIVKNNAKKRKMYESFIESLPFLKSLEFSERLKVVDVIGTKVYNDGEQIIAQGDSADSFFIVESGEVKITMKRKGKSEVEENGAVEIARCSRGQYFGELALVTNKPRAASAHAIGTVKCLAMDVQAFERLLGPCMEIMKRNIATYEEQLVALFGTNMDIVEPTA
Keap1-Nrf2 PPI – Keap1-Nrf2 protein-protein interaction inhibitors, primary screen, biochemical, fluorescence polarization, single point; Kelch-like ECH-associated protein 1 (Homo sapiens), Q14145; Keap1 Kelch-Nrf2 peptide fluorescence polarization, 1536-well; inhibition, % at 9.4 µM; 340,000 tested, 0.15% active; AID 504523, 2011; in the data active means inhibition above about 12%;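 further: human Keap1 Kelch domain with fluorescein labeled Nrf2 9mer peptide probe; 0% = neutral control wells and 100% = peptide positive control; higher means more block of Keap1 binding to Nrf2 peptide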
SR-BI DiI-HDL act – activators of SR-BI mediated DiI-HDL uptake, primary screen, ldlA[mSR-BI] CHO cells, DiI fluorescence. activation, % at 12.5 µM. 320,000 tested, 0.096% active. 3 h; 100 = double the neutral-control signal;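 active means mean replicate activation of at least 60% and every replicate at or above 60%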;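 further: 0% = median plate neutral-control signal and 100% = twice that signal; values of inactives mirror those of a sister screen read the other way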
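System: CHO ldlA[mSR-BI] cells / Medium: HEPES-buffered (25 mM, pH 7.4) F12 plus 0.5% BSA / Probe or stimulus: labelled HDL, 10 µg/mL / Doses: single compound concentration, delivered by pin transfer / Schedule: 3 h, 37 °C / Measured by: DiI fluorescence, bottom read / Measure: cell-associated DiI fluorescence as measure of HDL uptake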
SR-BI DiI inh – inhibitors of SR-BI mediated HDL lipid uptake, primary screen, ldlA[mSR-BI] cells, fluorescence, single point; Scavenger receptor class B member 1 (Mus musculus), Q61009; ldlA[mSR-BI] CHO cells, DiI-HDL uptake fluorescence, 3 h; inhibition, % at 12.5 µM; 320,000 tested, 0.96% active;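 active means mean replicate inhibition of at least 70% and a set share of replicates each scoring 70 or more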;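 further: 0% = median of neutral control wells and 100% = median of positive control wells; values of inactives mirror those of a sister screen read the other way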
PvdQ inh – P. aeruginosa PvdQ acylase inhibitors, primary screen, biochemical, fluorescence, plate reader and imaging, single point; inhibition, % at 10 µM; 340,000 tested, 0.063% active; purified PvdQ acylase; in the data active means inhibition above about 30%, passing the limit was not always enough;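 further: 0% = vehicle neutral wells and 100% = reference inhibitor wells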
Active calls of the source: *; · = not tested or not shown.

SMILES	Arr AP2 block	C-LANA FP	Cardiac RTF inh	NSD2 HMT inh	DAGLB inh	PKA-R2B act	Keap1-Nrf2 PPI	SR-BI DiI-HDL act	SR-BI DiI inh	PvdQ inh
COc1cccc(/C=C/C(=O)OCC(=O)Nc2cccc(S(=O)(=O)N3CCCCC3)c2)c1OC	3	0.1	5	-1	-2	-18	0	-20	20	-3
COc1ccc(-c2noc(CN(C)S(=O)(=O)c3ccccc3)n2)cc1OC	8	-2.0	-5	0	-5	5	-1	-50	50	-1
O=C(NCCc1ccccc1)C1CCN(C(=O)Nc2ccccc2)CC1	-9	-0.4	-10	-2	-4	5	-2	11	-11	-9
COc1ccc(C2=NS(=O)(=O)N(C)C(C(=O)N(C)Cc3ccccc3)=C2)cc1OC	1	2.1	2	·	-4	5	0	-7	7	-3
COc1ccccc1CNC1CCCc2ccccc21 (centres undefined)	-8	-0.4	0	-1	-1	0	0	13	-13	-15
O=C(CN1CCOCC1)Nc1ccc(Br)cn1	3	0.0	-12	-2	3	-3	0	3	-3	26
COC(=O)CSc1nnc(SCc2ccc(Cl)cc2)s1	-9	0.0	-4	-3	-2	0	-7	13	-13	-6
O=C(COc1ccc(Cl)cc1)NCc1nnc(SCC(=O)N2CCCc3ccccc32)o1	-1	0.3	-2	-3	-4	4	2	-31	31	-4
CCOC(=O)C1CCN(C(=O)/C(=C/c2ccccc2)NC(=O)c2ccccc2)CC1	-7	1.9	-5	-2	0	8	2	18	-18	-13
COc1ccc(C2C(C(=O)N3CCOCC3)=C(C)NC3=C2C(=O)CC(C)(C)C3)c(OC)c1 (centres undefined)	0	1.0	0	-3	-2	-5	-1	20	-20	-6
CCC(=O)Oc1ccc(/C(CC)=C(\CC)c2ccc(OC(=O)CC)cc2)cc1	20	-1.7	2	·	-5	8	5	9	-8	1
CC(=O)c1cc(CN2CCC(N3CCC(C(=O)NC(C)C)CC3)CC2)cs1	·	-0.4	-14	0	1	-7	0	-14	14	-2
Cc1cc(C)cc(NC(=O)COC(=O)CCCNC(=O)c2ccc(Cl)cc2)c1	-1	-0.9	4	-3	-4	-17	-5	18	-18	-6
Cn1nc(C(=O)N2CCN(C(c3ccccc3)c3ccccc3)CC2)c2ccccc2c1=O	3	-0.5	-6	6	-4	5	0	·	·	-4
CC(C)(C)OC(=O)N1CCC(C(=O)N[C@H](C(=O)O)c2ccccc2)(c2ccccc2)CC1	5	0.0	1	-1	3	-6	-1	·	·	-1
COC(=O)c1cn(Cc2ccc(C(F)(F)F)cc2)cc(F)c1=O	27	-1.5	-5	-2	-3	-9	-4	3	-3	5
Cn1c(-c2ccc(-c3ccccc3)cc2)c[nH]c1=S	-5	-0.5	6	3	2	0	-4	-63	63	-22
CCOCCCNC(=O)c1cn(CC(C)C)c(=O)c2c1c1ccccc1n2C	6	3.0	-14	-1	0	-8	-9	-15	15	-11
Clc1ccc2nc(SCc3nnc(-c4ccccc4)o3)[nH]c2c1	-3	-0.7	-13	0	1	2	-4	-11	11	-13
Nc1nc(Nc2ccccc2Cl)cc(=O)[nH]1	-5	5.5	0	-2	0	-6	-2	-14	14	-16
COc1ccccc1OCc1nnc(SCC(=O)NCc2ccco2)n1Cc1ccco1	22	2.6	-11	1	-1	-3	-8	9	-9	1
Cc1ccc(NC(=O)c2oc3ccccc3c2C)c([N+](=O)[O-])c1	15	-1.7	-4	-1	0	-10	-3	1	-1	-6
Cc1cccc(-n2c(-c3ccco3)n[nH]c2=S)c1	0	-0.9	-1	-3	2	-3	1	-17	17	-4
Cc1[nH][nH]c(=O)c1C=NCc1cccs1	0	1.6	-21	-2	6	0	-4	27	-27	-13
Cc1cccc(NC(=O)Nc2cccc(C#N)c2)n1	-5	-0.3	-10	·	0	-13	5	·	·	-7
CN1C(=O)[C@@H]2[C@H](C1=O)[C@@H]1C(=O)Nc3ccccc3C(=O)N1[C@@H]2c1ccc(Br)cc1	0	1.8	-6	·	2	-7	1	8	-8	-13
CCOc1cccc2c1OC1(C)CC2NC(=O)N1c1ccc(OC)cc1 (centres undefined)	-1	-0.4	-4	·	2	-1	-3	26	-26	-24
O=C(Nc1nnc(C2CC2)s1)C1Cc2ccccc2CN1S(=O)(=O)c1cccs1 (centres undefined)	3	1.4	-1	1	5	2	-3	-2	2	-4
Cc1ccc(Cn2cnc3sc4c(c3c2=O)CCC4)c(C)c1	6	-0.7	7	3	-8	0	0	-7	7	-15
COc1cc(CN2CCC(C(=O)N3CCN(c4ccccc4F)CC3)CC2)ccc1O	0	-0.8	1	0	0	1	0	12	-12	-3
CCOC(=O)c1c(C)[nH]c(C(C)=NNC(=O)c2cccs2)c1C	33	-1.5	0	11	2	-1	-8	-31	31	-2
COc1ccc2cc(C3CC(c4cccs4)=NN3S(C)(=O)=O)c(Cl)nc2c1 (centres undefined)	6	-1.3	-1	0	0	-8	-10	-25	25	-19
Cc1ccc(CNC(=O)c2nn(C)c(C)c2[N+](=O)[O-])cc1	-4	0.8	-7	0	-1	1	-2	37	-37	-4
Cc1[nH]n(C(N)=S)c(=O)c1N=Nc1ccc(Cl)cc1Cl	-1	0.7	0	6	23	3	1	-27	27	-11
CCOc1ccc(C(=O)NNC(=O)CCNC(=O)c2ccco2)cc1OC	-4	1.4	-10	-1	2	-4	-1	-10	10	-9
CCn1c(SCC(=O)Nc2nccs2)nnc1-c1cccnc1	-6	-2.3	-5	0	3	-15	-1	22	-22	-13
Cc1cc(=O)c(C(=O)O)nn1-c1ccccc1[N+](=O)[O-]	-2	1.0	-1	-1	-3	5	-1	·	·	10
COc1ccc(/C=N/NC(=O)c2cnccn2)c(OC)c1OC	36	-1.0	0	-6	1	0	0	26	-26	6
COc1ccc(OC)c(N2C(=NC(=O)C3CCCCC3)SC3CS(=O)(=O)CC32)c1 (centres undefined)	11	0.8	-6	4	0	3	-3	29	-29	-11
O=C(CSc1nc2scc(-c3ccco3)c2c(=O)n1-c1ccccc1)NCC1CCCO1 (centres undefined)	1	-0.5	2	0	1	-14	-4	5	-5	-1
COc1cc(C(=O)N2CCc3ccccc32)cc(OC)c1OC	35	0.6	-11	3	-1	4	-2	-5	5	0
CC(C)(C)NC(=O)Cn1nnc(-c2ccccc2NC(=O)c2ccco2)n1	5	1.8	5	0	-4	-13	-3	-2	2	-11
CCC1=C(OC(=O)N(CC)CC)N2C(=O)OC(=NCc3ccccc3)[C@]2(C)[C@H]2C1=CC[C@H]1C(=O)NC(=O)[C@H]12	-4	-5.8	-1	·	-1	-4	-5	4	-4	2
COc1ccccc1C1NC(=O)NC(C)=C1C(=O)OC1CCC(C)CC1 (centres undefined)	7	1.2	2	-5	2	-17	-1	-10	10	-13
COc1ccc(CCNC(=O)C2(C)CCC(=O)N2Cc2ccc3c(c2)OCO3)cc1OC (centres undefined)	-9	-0.2	-5	·	-4	-7	-3	13	-13	-9

At a glance, part of the list above.
SMILES	Arr AP2 block	C-LANA FP	Cardiac RTF inh	NSD2 HMT inh	DAGLB inh	PKA-R2B act	Keap1-Nrf2 PPI	SR-BI DiI-HDL act	SR-BI DiI inh	PvdQ inh
CCOC(=O)C1CCN(C(=O)/C(=C/c2ccccc2)NC(=O)c2ccccc2)CC1	-7	1.9	-5	-2	0	8	2	18	-18	-13
COc1ccc(C2C(C(=O)N3CCOCC3)=C(C)NC3=C2C(=O)CC(C)(C)C3)c(OC)c1 (centres undefined)	0	1.0	0	-3	-2	-5	-1	20	-20	-6
CCC(=O)Oc1ccc(/C(CC)=C(\CC)c2ccc(OC(=O)CC)cc2)cc1	20	-1.7	2	·	-5	8	5	9	-8	1
CC(=O)c1cc(CN2CCC(N3CCC(C(=O)NC(C)C)CC3)CC2)cs1	·	-0.4	-14	0	1	-7	0	-14	14	-2
Cc1cc(C)cc(NC(=O)COC(=O)CCCNC(=O)c2ccc(Cl)cc2)c1	-1	-0.9	4	-3	-4	-17	-5	18	-18	-6
Cn1nc(C(=O)N2CCN(C(c3ccccc3)c3ccccc3)CC2)c2ccccc2c1=O	3	-0.5	-6	6	-4	5	0	·	·	-4
CC(C)(C)OC(=O)N1CCC(C(=O)N[C@H](C(=O)O)c2ccccc2)(c2ccccc2)CC1	5	0.0	1	-1	3	-6	-1	·	·	-1
COC(=O)c1cn(Cc2ccc(C(F)(F)F)cc2)cc(F)c1=O	27	-1.5	-5	-2	-3	-9	-4	3	-3	5
Cn1c(-c2ccc(-c3ccccc3)cc2)c[nH]c1=S	-5	-0.5	6	3	2	0	-4	-63	63	-22
CCOCCCNC(=O)c1cn(CC(C)C)c(=O)c2c1c1ccccc1n2C	6	3.0	-14	-1	0	-8	-9	-15	15	-11
Clc1ccc2nc(SCc3nnc(-c4ccccc4)o3)[nH]c2c1	-3	-0.7	-13	0	1	2	-4	-11	11	-13
Nc1nc(Nc2ccccc2Cl)cc(=O)[nH]1	-5	5.5	0	-2	0	-6	-2	-14	14	-16
COc1ccccc1OCc1nnc(SCC(=O)NCc2ccco2)n1Cc1ccco1	22	2.6	-11	1	-1	-3	-8	9	-9	1

Other entries follow.
SMILES	Arr AP2 block	C-LANA FP	Cardiac RTF inh	NSD2 HMT inh	DAGLB inh	PKA-R2B act	Keap1-Nrf2 PPI	SR-BI DiI-HDL act	SR-BI DiI inh	PvdQ inh
COc1ccc(Br)cc1/C=C/C(=O)NC(=S)Nc1ccc(CN2CCOCC2)cc1	-8	-1.3	7	-2	0	-4	-3	-14	14	-9
CCOC(=O)COc1ccc2nsnc2c1Cl	3	4.1	-4	-5	-2	17	-5	24	-24	-16
Cc1ccc(S(=O)(=O)Nc2cccc(C(=O)N3CCOCC3)c2)cc1	-6	-1.0	-4	-5	0	-13	4	4	-4	-1
CS(=O)(=O)n1nc(-c2ccco2)nc1N	-2	3.4	-32	2	-1	1	-4	15	-15	-3
